# Source: PubChem
# ERp5 inh – inhibitors of ERp5-driven insulin aggregation, primary screen, biochemical, turbidity, absorbance 650 nm, single point; Protein disulfide-isomerase A6 (Homo sapiens), Q15084; 90 min; inhibition, % at 9.99 µM; 350,000 compounds, 0.05% hits;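 active means mean replicate inhibition above about 25%, with every replicate also reaching it, limit read from the data, passing the limit was not always enough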
# Target sequence (Q15084 whole entry, looked up): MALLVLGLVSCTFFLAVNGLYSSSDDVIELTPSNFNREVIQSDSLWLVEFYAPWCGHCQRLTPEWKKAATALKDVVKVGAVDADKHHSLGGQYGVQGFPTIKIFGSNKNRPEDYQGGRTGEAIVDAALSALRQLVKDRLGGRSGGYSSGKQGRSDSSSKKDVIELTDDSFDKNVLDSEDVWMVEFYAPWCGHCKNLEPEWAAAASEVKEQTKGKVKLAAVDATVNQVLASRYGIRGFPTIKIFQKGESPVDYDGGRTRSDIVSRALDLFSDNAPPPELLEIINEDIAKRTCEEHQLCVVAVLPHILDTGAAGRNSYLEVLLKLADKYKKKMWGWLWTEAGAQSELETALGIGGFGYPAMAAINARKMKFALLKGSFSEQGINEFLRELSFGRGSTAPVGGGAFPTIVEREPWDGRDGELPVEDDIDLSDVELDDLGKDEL
# C2C12 statin – suppressors of statin myotoxicity in C2C12 myotubes, primary screen, cell-based, single point, plate reader; C2C12 myotubes + simvastatin, ATP luminescence, 48 h; scaled: DMSO 0, geranylgeraniol control 100; rescue of ATP level, % at 7.49 µM; 330,000 compounds, 0.78% hits; AID 602340, 2012;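 active means mean ATP rescue above about 67%, or every replicate alone reaching that limit, limit read from the data, passing the limit was not always enough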;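 further: myotubes were challenged with 10 µM simvastatin during compound exposure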
# Cneo AK release – Cryptococcus neoformans cell lysis inducers, primary screen, AK release luminescence, single concentration; C. neoformans lysis, adenylate kinase release luminescence, 4 h; normalised: neutral wells 0, clomiphene wells 100; lysis activity, % at 15 µM; 360,000 compounds, 0.2% hits; AID 651654, 2012;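 active means mean lysis activity across replicates of at least 80%, whatever share of replicates individually reach that level; inactive means mean lysis activity below 80%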
#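 Assay system: Cryptococcus neoformans yeast cells / Dosing: single-point compound dose / Timing: 4 h at 37 °C static, read 1 h later / Measured by: luminescence of released adenylate kinase using an AK detection reagent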
# esBAF inh – Bmi1 luciferase reporter increase in mESCs, primary screen, esBAF inhibitor project, mouse ES cells, Bmi1 luciferase knock-in, single point; 24 h; 100% = twice the neutral-well signal; reporter increase, % at 12.5 µM; 350,000 compounds, 2% hits; AID 602393, 2012; in the data active means activation above about 40%;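 further: 0% = median of the plate's neutral control wells and 100% = double that signal; a rise in the Bmi1 reporter signal indicates esBAF inhibition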
# miR-122 sensor – miR-122 Renilla sensor signal increase in Huh7, primary screen, miR-122 inhibitor project, cell-based, single point, plate reader; Huh7 miR-122 Renilla luciferase sensor, 48 h; neutral wells = 0, positive control = 100; activation (reporter increase), % at 12.5 µM; 340,000 compounds, 0.3% hits;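 active means mean replicate activation score at least 90 and every replicate individually at or above 90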;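 further: higher luciferase means less miR-122 activity so hits act as miR-122 inhibitors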
# SIRT5 block – SIRT5 desuccinylase inhibitors, primary screen, biochemical, fluorescence imaging, single point, set 5; NAD-dependent protein deacylase sirtuin-5, mitochondrial (Homo sapiens), Q9NXA8; Purified SirT5, succinyl-peptide AMC, trypsin-coupled fluorescence; inhibition, % at 15 µM; 330,000 compounds, 1.1% hits; AID 652115, 2013; in the data active means inhibition above about 15%
# Target sequence (Q9NXA8 whole entry, looked up): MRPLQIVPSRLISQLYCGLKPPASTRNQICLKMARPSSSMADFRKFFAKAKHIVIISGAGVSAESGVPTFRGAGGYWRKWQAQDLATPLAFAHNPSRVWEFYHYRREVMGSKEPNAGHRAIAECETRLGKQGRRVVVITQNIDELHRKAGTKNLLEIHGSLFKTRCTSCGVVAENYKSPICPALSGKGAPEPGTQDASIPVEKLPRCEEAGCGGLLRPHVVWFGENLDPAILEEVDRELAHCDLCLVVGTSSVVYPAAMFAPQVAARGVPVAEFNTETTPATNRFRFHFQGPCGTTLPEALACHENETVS
# ARNT-TACC3 inh – disruptors of ARNT/TACC3 protein interaction, primary screen, biochemical, AlphaScreen, single concentration; AlphaScreen His-ARNT PAS-B/GST-TACC3 binding, luminescence; TACC3 fragment carries E629A point mutation; inhibition, % at 9.99 µM; 390,000 compounds, 0.66% hits;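 active means mean inhibition of replicates at least 50% and at least half of replicates each reaching 50%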;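 further: 0% = complete ARNT plus TACC3 wells and 100% = ARNT alone without TACC3; many hits fall short of the cut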
# An asterisk follows results filed as active; x = not tested or not shown; [ ] = another dose, or the depositor's remark.
# Order of results: ERp5 inh, C2C12 statin, Cneo AK release, esBAF inh, miR-122 sensor, SIRT5 block, ARNT-TACC3 inh
O=C(CCc1ccccc1)NNC(=O)c1ccccc1F
 : 1, x, x, x, x, -3, -6
O=C(NCCn1cc(SCC(=O)N2CCOCC2)c2ccccc21)c1c(F)cccc1F
 : 11, -6, 0, 1, 0, -1, -2
O=C(NCCc1ccccc1)C1CCN(S(=O)(=O)c2cccs2)CC1
 : x, 18, 1, -3, -1, x, 3
O=C(Nc1ccc(N2CCN(c3ccccc3)CC2)c(F)c1)C1CC1
 : -1, -20, -1, 8, 0, 0, -9
Clc1ccc(CNc2ccc(N3CCN(Cc4ccccc4)CC3)cc2)cc1
 : 1, 0, 1, 3, -21, -4, 11
Cc1cc(C)cc(NC(=S)NCCc2c[nH]c3ccccc23)c1
 : x, 49, -1, 0, 8, x, 9
CCN(CC)C(=O)C1=C(C)N(CCCN2CCCC2=O)C(=O)C(CC(=O)NCCc2ccccn2)C1 (configuration not stated)
 : 11, 12, -1, -1, 2, -5, x
O=C(Cn1cnc2c(nnn2Cc2ccc(F)cc2)c1=O)OCc1ccccc1
 : 5, -3, -1, -2, 2, -1, 3
O=C(CO/N=C/c1ccccc1)N1c2ccccc2Oc2ccccc21
 : x, x, 1, -3, -1, x, 2
Oc1cccc(C(O)CNCc2ccc(OCc3ccc(Cl)cc3Cl)cc2)c1 (configuration not stated)
 : 4, 18, x, 3, 9, -4, 5
COCCNC(=O)Cn1cc(C(=O)c2ccco2)c2ccccc21
 : -2, 2, 1, -7, -8, 3, -3
CC(=O)N1Cc2[nH]c3ccccc3c2CC1C(=O)O (configuration not stated)
 : 5, -3, 2, -1, -5, -6, -13
CCOC(=O)c1ccc(NC(=O)c2ccc(CN3CCc4ccccc4C3)cc2)cc1
 : 1, 6, 0, 12, x, 0, -1
COc1ccc(C2CC(c3ccccc3C(F)(F)F)=NN2c2ccc(S(N)(=O)=O)cc2)cc1 (configuration not stated)
 : 2, 15, -3, -7, 5, -7, 3
CN(C)S(=O)(=O)Nc1ccc(Br)cc1F
 : x, 10, 1, -2, -1, x, -1
CNC(=S)Nc1cc(OC)ccc1OC
 : -4, 30, -1, -6, -12, -4, 2
O=c1[nH]c(=O)n(-c2cc(Br)c(O)c(Br)c2)cc1Br
 : -1, -4, 2, -7, -1, 1, -4
O=C(Nc1ccc(F)cc1)/C(=C1/CCCCCN1)[N+](=O)[O-]
 : 3, 12, -2, -1, 0, 0, -13
CCOc1ccc(S(=O)(=O)NCCC(=O)NCC2(N3CCCCC3)CCCCC2)cc1
 : 6, 2, -3, -5, -5, -2, -7
C[C@@H]1CN([C@H](C)CO)C(=O)c2cc(NC(=O)Cn3cnnn3)ccc2O[C@@H]1CN(C)S(=O)(=O)c1ccc(Cl)cc1
 : 3, -17, x, -5, 15[16.7 µM], 10, x
O=c1c(-c2cccc(Cl)c2)c[nH]n1-c1ccccc1
 : -4, 5, -1, 18, 7, 0, -6
COc1ccc(Cl)cc1C1=NOC2(CCC2)C(=O)N1Cc1ccc(NC(C)=O)cc1
 : -5, -3, 0, 2, x, x, x
Cc1noc(C)c1S(=O)(=O)Nc1ccc2c(c1)C(=O)N([C@H](C)CO)C[C@@H](C)[C@@H](CN(C)Cc1ccccc1)O2
 : -1, 12, 45, -2, 11[16.7 µM], 2, 17
COc1ccc(C#Cc2ccc3c(c2)[C@@H]2[C@@H](CCN2C(=O)NC(C)C)[C@@H](CO)N3C)cc1
 : 3, -5, -3, -6, -6[16.7 µM], 4, -6
O=C(NCCc1ccccc1)c1cccc(S(=O)(=O)NCc2ccccc2)c1
 : -1, -7, 1, 28, 13, -5, -2
Cc1cccc(CSc2nnc(-c3cccs3)n2Cc2ccco2)c1
 : x, x, -6, -11, 0, x, 6
CCCCOc1ccc(S(=O)(=O)NNC(=O)C2Cc3c(ccc4ccccc34)O2)cc1 (configuration not stated)
 : x, 14, 5, 1, -4, x, -3
CCCCn1c(CN2CCN(C(=O)c3ccco3)CC2)nc2c1c(=O)n(C)c(=O)n2C
 : -7, -2, -1, 3, x, 9, 4
COC(=O)N[C@@H]1C[C@H]2[C@@H]3CC[C@H]4C[C@@H](OC)CC[C@]4(C)[C@H]3CC[C@]12C
 : 2, -7, -1, -4, 1, x, 1
Cc1cccc(Oc2cc([N+](=O)[O-])cc3c2C(=O)Nc2ccccc2O3)c1
 : 1, x, x, x, x, 6, -7

# Molecules from the list above that contain an aryl methoxy group, in the order listed:
# Order of results: ERp5 inh, C2C12 statin, Cneo AK release, esBAF inh, miR-122 sensor, SIRT5 block, ARNT-TACC3 inh
COc1ccc(C2CC(c3ccccc3C(F)(F)F)=NN2c2ccc(S(N)(=O)=O)cc2)cc1 (configuration not stated)
 : 2, 15, -3, -7, 5, -7, 3
CNC(=S)Nc1cc(OC)ccc1OC
 : -4, 30, -1, -6, -12, -4, 2
COc1ccc(Cl)cc1C1=NOC2(CCC2)C(=O)N1Cc1ccc(NC(C)=O)cc1
 : -5, -3, 0, 2, x, x, x
COc1ccc(C#Cc2ccc3c(c2)[C@@H]2[C@@H](CCN2C(=O)NC(C)C)[C@@H](CO)N3C)cc1
 : 3, -5, -3, -6, -6[16.7 µM], 4, -6

# (further entries)
# Order of results: ERp5 inh, C2C12 statin, Cneo AK release, esBAF inh, miR-122 sensor, SIRT5 block, ARNT-TACC3 inh
Cc1ccc(NC(=O)C2(C)CCN2C(=O)CC(c2ccccc2)c2ccccc2)cc1 (configuration not stated)
 : 3, 5, 0, 2, -1, -8, x
CC1(c2ccccc2)NC(=O)N(CC(=O)NCCC2=CCCCC2)C1=O (configuration not stated)
 : x, -2, 0, -4, -1, x, x
CC(=O)N(C)C[C@H]1Oc2ncc(C3=CCCC3)cc2C(=O)N([C@H](C)CO)C[C@H]1C
 : -6, -10, -1, -5, -7[16.7 µM], 34*, 4
Cc1ccn(CC(=O)O)c(=O)c1
 : x, -15, 5, -1, -3, x, -3
O=C(N/N=C/c1cc(Br)ccc1O)c1ccncc1
 : 1, 15, 0, -59, 2, -2, 61*
COc1cccc(CN(C)C[C@H]2OCc3cn(nn3)CCCC(=O)N([C@H](C)CO)C[C@@H]2C)c1
 : 2, -5, 33, 1, -2[16.7 µM], -1, 12
COc1ccccc1C1NC(=O)NC(C)=C1C(=O)OC1CCCC(C)C1 (configuration not stated)
 : 4, 9, 0, -2, 1, 3, 2
CCCCCC(=O)N/N=C/c1cc(Br)c(O)c(OC)c1
 : 4, x, x, x, x, 0, -1
CCCNC(=O)C[C@@H]1CC[C@@H]2[C@@H](COc3ccc(NC(=O)C4CCOCC4)cc3C(=O)N2C)O1
 : 0, -12, 0, 1, -4[16.7 µM], 2, -8
C[C@@H]1CN([C@H](C)CO)C(=O)c2cccc(NC(=O)Nc3ccccc3)c2O[C@H]1CN(C)C
 : 12, 58, -3, 0, 1[16.7 µM], 0, -2
CN(Cc1ccccc1)c1nc(-c2ccc([N+](=O)[O-])cc2)nc2ccccc12
 : x, -3, 1, 0, -1, x, -1
COc1ccc2[nH]c(=O)c(CN(CCN(C)C)C(=O)NCc3ccccc3)cc2c1
 : x, 1, -2, 7, 1, x, -3
CCOc1ccc(CNC(=O)CCCN2C(=O)C(c3ccccc3)Oc3cccnc32)cc1 (configuration not stated)
 : -2, -7, 0, 3, -2, 1, 3
COc1ccc(NS(=O)(=O)c2cc3c(cc2C)N(C(C)=O)CCO3)c(OC)c1
 : 0, 9, -1, -1, 21, 1, 1
CCN1C(=O)[C@H]2[C@@H](c3ccc(C)cc3)N3C(=O)N(c4cccc(F)c4)C(=O)[C@@]3(Cc3ccc(Cl)cc3)[C@H]2C1=O
 : -4, 4, 9, 20, x, 5, 0
Nn1c(-c2ccccc2Cl)nnc1-c1ccccc1Cl
 : x, 2, -3, 22, 16, x, -10
CCc1ccc(OCC2c3cc(OC)c(OC)cc3CCN2C(C)=O)cc1 (configuration not stated)
 : x, 3, 0, -3, -10, x, 6
Cc1ccc(Sc2ccc(S(=O)(=O)Nc3ccc(C(=O)O)cc3)cc2)cc1C
 : -8, 19, -1, 1, 6, -1, -4
Cc1ccc2nc(N(CCCN(C)C)C(=O)c3ccc4ncsc4c3)sc2c1
 : -3, 14, -1, 52*, -4, -3, 4
Cc1nc(NCCCn2ccnc2)c2ccccc2n1
 : x, 11, x, -6, -1, x, -3
CCC(C)N(C(=O)Cn1nnc(-c2ccc(Cl)cc2)n1)C1CCS(=O)(=O)C1 (configuration not stated)
 : 2, 10, 1, 0, -6, -5, 13
COc1ccc(CCN2CC(C(=O)NCC3(O)CCCCC3)CCC2=O)cc1 (configuration not stated)
 : 4, 0, 0, -4, -1, 1, x
CN(C1CCCC1)C1CCN(C(=S)Nc2cc(F)cc(F)c2)CC1
 : 3, -6, -3, -4, 1, 0, -3
CCOc1ccccc1N1CSC2=C(C#N)C(c3c(OC)ccc4ccccc34)CC(=O)N2C1 (configuration not stated)
 : -1, 20, -2, -2, x, -1, 2
COc1ccc(NC(=O)CC2SC(=NCc3ccccc3OC)NC2=O)cc1 (configuration not stated)
 : 2, 9, -1, 2, x, -1, -2
COCc1nnc(NS(=O)(=O)c2ccc(C)cc2)s1
 : x, 5, 1, -2, 8, x, 8
CCOC(=O)c1cc2c(ccn2C)n1Cc1ccccc1C
 : -3, 12, 8, -3, x, -2, 21
O=C(C[C@@H]1CC[C@@H]2[C@H](COC[C@H](O)CN2S(=O)(=O)c2ccccc2)O1)NCCN1CCCCC1
 : 0, -37, -1, -1, -1[16.7 µM], 3, -15
CCN(CCNS(=O)(=O)c1ccc2c(c1)oc(=O)n2C)c1ccccc1
 : -6, -5, -6, 0, x, 3, 2
O=c1[nH]c2cc([N+](=O)[O-])ccc2c2ccc([N+](=O)[O-])cc12
 : 1, x, x, x, x, 0, -13

# Compound profiles (already shown).
# CN(C1CCCC1)C1CCN(C(=S)Nc2cc(F)cc(F)c2)CC1 is listed with ERp5 inh = 3; C2C12 statin = -6; Cneo AK release = -3; esBAF inh = -4; miR-122 sensor = 1; SIRT5 block = 0; ARNT-TACC3 inh = -3
# Cc1ccc(Sc2ccc(S(=O)(=O)Nc3ccc(C(=O)O)cc3)cc2)cc1C is listed with ERp5 inh = -8; C2C12 statin = 19; Cneo AK release = -1; esBAF inh = 1; miR-122 sensor = 6; SIRT5 block = -1; ARNT-TACC3 inh = -4

# 3 compounds picked at random from the list so far:
# Order of results: ERp5 inh, C2C12 statin, Cneo AK release, esBAF inh, miR-122 sensor, SIRT5 block, ARNT-TACC3 inh
CN(C1CCCC1)C1CCN(C(=S)Nc2cc(F)cc(F)c2)CC1
 : 3, -6, -3, -4, 1, 0, -3
O=C(C[C@@H]1CC[C@@H]2[C@H](COC[C@H](O)CN2S(=O)(=O)c2ccccc2)O1)NCCN1CCCCC1
 : 0, -37, -1, -1, -1[16.7 µM], 3, -15
CCOc1ccccc1N1CSC2=C(C#N)C(c3c(OC)ccc4ccccc34)CC(=O)N2C1 (configuration not stated)
 : -1, 20, -2, -2, x, -1, 2
